Source: PubChem
hIAP block: human IAP inhibition; hit rate 0.12% among 330,000; P09923; AID 2544; purified IAP, CDP-Star luminescence, 30 min; inhibition, % at 10 µM;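 active = inhibition reaching a set limit with compound at 10 µM in the primary screen, cut at about 35% in these data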;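 also: plate controls were DMSO wells with enzyme for no effect and no-enzyme buffer wells for full effect; values of inactives mirror those of a sister screen read the other way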
Target sequence (P09923 whole entry, looked up): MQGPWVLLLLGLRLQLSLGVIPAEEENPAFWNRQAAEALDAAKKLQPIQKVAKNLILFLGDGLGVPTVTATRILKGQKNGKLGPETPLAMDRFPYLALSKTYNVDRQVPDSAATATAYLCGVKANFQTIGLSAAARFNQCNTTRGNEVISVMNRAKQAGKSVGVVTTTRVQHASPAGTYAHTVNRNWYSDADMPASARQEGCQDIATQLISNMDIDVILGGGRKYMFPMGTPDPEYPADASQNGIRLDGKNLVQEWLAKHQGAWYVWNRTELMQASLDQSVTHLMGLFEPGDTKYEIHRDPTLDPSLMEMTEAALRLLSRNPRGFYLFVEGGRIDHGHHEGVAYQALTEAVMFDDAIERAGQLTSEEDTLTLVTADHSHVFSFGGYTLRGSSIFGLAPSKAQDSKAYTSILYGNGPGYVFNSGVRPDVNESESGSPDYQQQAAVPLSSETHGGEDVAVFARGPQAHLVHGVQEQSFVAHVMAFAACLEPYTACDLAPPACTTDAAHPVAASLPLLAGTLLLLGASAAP
Apaf1 inhib: inhibitors of human Apaf-1 apoptosome. O14727. reconstituted apoptosome caspase-3 activity, DEVD-Rh110 fluorescence. inhibition, % at 20 µM. hit rate 0.71% among 330,000; active = inhibition of at least 40% at 20 µM;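 also: plate controls were DMSO wells for no effect and DEVD-CHO caspase inhibitor wells for full effect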
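System: reconstituted apoptosome with Apaf-1, cytochrome c, caspase-9, procaspase-3, dATP; Signal: Rh110 fluorescence intensity; Schedule: 30 min compound preincubation, 50 min activation, room temperature; Reagent: cytochrome c trigger plus (Z-DEVD)2-Rh110 caspase-3 substrate.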
NALP3 yeast inh: blocks the NALP3 inflammasome reconstituted in yeast. Yeast reconstituted NLRP3/ASC/caspase-1, beta-gal luminescence, 24 h. inhibition, % at 10 µM. hit rate 0.39% among 330,000. AID 2825;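 active = inhibition of 50% or more; inactive = inhibition below 50%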;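 also: plate controls were induced DMSO wells for no effect and uninduced yeast grown without galactose for full effect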
TIM10 inh: inhibits growth of TIM10 yeast strain; S. cerevisiae TIM10 strain growth, BacTiter-Glo luminescence, 24 h; inhibition, % at 10 µM; hit rate 1.4% among 330,000;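 active = inhibition of 40% or more at the single tested concentration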;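 also: wild-type TIM10 isogenic control strain grown at permissive 25 °C; 0% = DMSO yeast wells and 100% = minimal medium wells without yeast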
hIAP act: human IAP activation | P09923 | purified human IAP, CDP-Star luminescence, 30 min; active compounds read high; 1 = vehicle-only enzyme, 0 = enzyme-free background | activation factor at 10 µM | hit rate 0.16% among 330,000;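 active = activation factor of the enzyme at least 2-fold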; also: the source names both 10 and 20 µM as test concentration; values of inactives mirror those of a sister screen read the other way
mIAP block: mouse IAP inhibition; purified mouse IAP, CDP-Star luminescence, 30 min; hit rate 0.2% among 330,000; inhibition, % at 10 µM;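 active = inhibition of at least 40% at 10 µM in the primary screen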;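 also: plate controls were DMSO with enzyme for no effect and no enzyme wells for full effect; values of inactives mirror those of a sister screen read the other way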
tim10-1 inh: inhibits growth of tim10-1 mutant yeast; AID 463190; hit rate 2.2% among 330,000; S. cerevisiae tim10-1 ts strain growth, BacTiter-Glo, 24 h; inhibition, % at 20 µM;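 active = inhibition of at least 40%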;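 also: mutant grown at 25 °C; 0% = DMSO wells with yeast and 100% = wells holding no yeast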
mIAP act: mouse IAP activation; muIAP, CDP-Star luminescence, 30 min; active compounds read high; 1 = vehicle-only enzyme signal, 0 = enzyme-free wells; activation factor at 10 µM; hit rate 0.24% among 330,000; AID 2805;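 active = activation factor of at least 2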; also: the source names both 10 and 20 µM as test concentration; values of inactives mirror those of a sister screen read the other way
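Assay system: mouse IAP enzyme; reagent: chemiluminescent substrate CDP-Star; dosing: test compounds delivered from DMSO solution; schedule: 30 min at room temperature; measured by: luminescence from enzymatic CDP-Star hydrolysis; controls: DMSO-only wells and no-enzyme negative control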
ATG4B inh: inhibitors of human ATG4B cysteine protease | Q9Y4P1 | ATG4B cleavage of LC3-PLA2, NBD-HPC fluorescence, 1 h | inhibition, % at 8.33 µM | hit rate 0.51% among 340,000 | AID 504462; in the data active = inhibition above about 40%
Target sequence (Q9Y4P1 whole entry, looked up): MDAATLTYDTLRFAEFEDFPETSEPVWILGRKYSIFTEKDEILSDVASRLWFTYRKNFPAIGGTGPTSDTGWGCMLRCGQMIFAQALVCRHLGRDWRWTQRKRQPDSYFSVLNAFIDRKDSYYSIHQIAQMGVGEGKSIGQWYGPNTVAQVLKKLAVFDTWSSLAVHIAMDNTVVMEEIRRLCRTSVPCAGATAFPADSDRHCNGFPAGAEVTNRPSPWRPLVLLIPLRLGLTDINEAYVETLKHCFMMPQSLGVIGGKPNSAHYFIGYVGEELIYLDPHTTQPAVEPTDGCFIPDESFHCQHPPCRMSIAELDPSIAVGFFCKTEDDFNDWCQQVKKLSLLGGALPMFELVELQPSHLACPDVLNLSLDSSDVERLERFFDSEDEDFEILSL
Numbers without * were called inactive; · = no result given. Random draw from the library. Share with any hit: about 4.5%.

SMILES | hIAP block | Apaf1 inhib | NALP3 yeast inh | TIM10 inh | hIAP act | mIAP block | tim10-1 inh | mIAP act | ATG4B inh
Cc1cccc(/C(N)=N/OC(=O)c2cccnc2)c1 | 10 | -2 | 9 | 37 | 0.9 | -1 | 38 | 1 | -4
COc1cc(C)ccc1OCCOc1cc(C)ccc1Cl | 5 | 20 | 35 | 1 | 0.95 | -8 | 25 | 1.1 | -8
COc1cccc2cc(C(C)N(CCCN3CCOCC3)C(=S)Nc3ccccc3C)oc12 (stereo not given) | 8 | -3 | 22 | -11 | 0.92 | 3 | 21 | 0.97 | -8
Cc1nc2c(C(=O)N3CCN(C)CC3)cnn2c(C)c1Cc1ccc(Cl)cc1 | 3 | -14 | 2 | 11 | 0.97 | 9 | 13 | 0.91 | -7
Cc1nc(Cl)c(N=Cc2cccc([N+](=O)[O-])c2)c(Cl)n1 | 15 | 11 | -11 | 0 | 0.85 | 4 | 0 | 0.96 | -2
O=C(COC(=O)C1CCN(c2ccc(C(F)(F)F)cn2)CC1)c1ccccc1 | -15 | 21 | -2 | 2 | 1.2 | -1 | 18 | 1 | 21
COc1ccc(C/C(N)=N/OC(=O)Cc2ccccc2)cc1 | -7 | 6 | 11 | 52* | 1.1 | 8 | 36 | 0.92 | -17
COCCNC(=O)c1c(N)n(-c2ccccc2)c2nc3ccccc3nc12 | 0 | 81* | 3 | -4 | 1 | -6 | 21 | 1.1 | -9
CN(Cc1cccc(F)c1)C(=O)c1ccc(S(=O)(=O)N2CCOCC2)cc1 | 4 | -18 | 3 | 7 | 0.96 | -6 | 10 | 1.1 | 2
COC(=O)c1cccn(CC(=O)c2ccc(Cl)cc2)c1=O | -6 | 9 | 3 | -14 | 1.1 | -14 | -8 | 1.1 | -2
CCC(C)NC(=S)N1CCN(Cc2ccc3c(c2)OCO3)CC1 (stereo not given) | -9 | 12 | 17 | -7 | 1.1 | 2 | 3 | 0.98 | 13
COC(=O)/C=C1\N/C(=N\c2nc(C)cc(C)n2)N(c2ccc(C)c(C)c2)C1=O | -6 | -10 | 15 | 11 | 1.1 | 4 | 29 | 0.96 | 1
O=C(Nc1cccc2ccccc12)/C(=C\c1cccc([N+](=O)[O-])c1)NC(=O)c1cccs1 | 11 | 2 | 4 | 6 | 0.89 | -5 | 6 | 1 | -14
CCCCNC(=O)n1c(=O)oc2ccc(Cl)cc21 | 2 | -12 | 4 | 5 | 0.98 | 7 | 9 | 0.93 | -4
CCNc1cc(N2CCCC2)ccc1[N+](=O)[O-] | 15 | 12 | 42 | 8 | 0.85 | 8 | 4 | 0.92 | -4
CCC(C)[C@H](NC(=O)NCCC1=CCCCC1)C(=O)OC (stereo not given in full) | -10 | 6 | -7 | -6 | 1.1 | -18 | 14 | 1.2 | 8
CCCCc1nc2cc(C(=O)N3CCCC3)ccc2o1 | 12 | 2 | -4 | 6 | 0.88 | 3 | 21 | 0.97 | 1
COc1ccc(N(C(C)C(=O)NCc2ccco2)S(C)(=O)=O)cc1 (stereo not given) | -18 | 2 | -7 | 5 | 1.2 | -3 | 17 | 1 | -3
O=C(NC1CSC/C1=N\O)c1ccccc1 (stereo not given) | 12 | -7 | -4 | 2 | 0.88 | -4 | 11 | 1 | -10
Cc1cc(C(=O)N/N=C/c2cccc(Cl)c2Cl)no1 | 6 | 4 | 20 | 31 | 0.94 | -1 | -3 | 1 | 0
COc1ccc(-c2c(-c3cccc(C)c3)oc3ccc(-c4ccc5c(c4)OCO5)cc23)cn1 | -4 | 19 | 7 | 1 | 1 | 3 | 0 | 0.97 | 5
Cc1cc(C(=O)CSc2nnc(-c3ccccc3)n2Cc2ccc3c(c2)OCO3)c(C)n1C | -2 | 26 | -6 | -23 | 1 | 7 | 24 | 0.93 | 3
O=c1c2cnn(-c3ccc(F)cc3)c2ncn1Cc1ccccc1 | 4 | 4 | 28 | 3 | 0.96 | -4 | 19 | 1 | -9
COc1cc2c(cc1[N+](=O)[O-])n(C(C)C)c(=O)n2C(C)C | 3 | 5 | 3 | 8 | 0.97 | 3 | 20 | 0.97 | -1
COc1cccc(CNC(=O)CCCCCNC(=O)N2CCn3c2nc2ccccc23)c1 | 3 | 1 | 0 | -6 | 0.97 | 0 | -1 | 1 | 3
The results go on:
SMILES | hIAP block | Apaf1 inhib | NALP3 yeast inh | TIM10 inh | hIAP act | mIAP block | tim10-1 inh | mIAP act | ATG4B inh
COc1cc(NC(=O)CSc2nnc3ccc(-c4cccnc4)nn23)cc(OC)c1 | 6 | 9 | 6 | -12 | 0.94 | 10 | -15 | 0.9 | 2
O=C(CSc1nnc(NC(=O)C2CC2)s1)Nc1ccc(F)cc1F | -1 | -3 | 15 | 6 | 1 | 2 | 11 | 0.98 | 9
CCN1CCCCC(=N/O)/C(=N/O)CCCC1 | -3 | 6 | 4 | -8 | 1 | -6 | 3 | 1.1 | -6
Cc1cccc(NC(=O)CSc2nc(C)c(Cc3ccccc3)c(=O)[nH]2)c1 | 16 | 20 | 2 | -2 | 0.83 | 8 | -6 | 0.92 | -8
Cc1cc(=O)n2c3c(cccc13)CCC2 | 7 | 1 | 12 | 0 | 0.93 | 1 | 11 | 0.99 | -4
COc1ccc(NC(=S)N(CCC(C)C)C2CCN(C(C)C)CC2)cc1 | 1 | 1 | 22 | 4 | 0.99 | 0 | 3 | 1 | 2
COC(=O)CSc1ncc(S(=O)(=O)c2ccccc2)c(=O)[nH]1 | 8 | 4 | 15 | 0 | 0.92 | -2 | 6 | 1 | -7
CCCCc1nnc(NC(=O)CC(=O)Nc2ccccc2C(=O)O)s1 | 6 | 5 | -5 | 4 | 0.94 | 7 | -10 | 0.93 | 6
Cc1c(NC(=O)CSc2ccc(Cl)cc2)cccc1-c1nc2cc(Cl)ccc2o1 | -8 | -13 | 3 | 2 | 1.1 | 4 | 17 | 0.96 | 5
CC1CCN(C(=O)CSc2ccc(-c3cccc([N+](=O)[O-])c3)nn2)CC1 | -16 | 15 | -58 | -13 | 1.2 | -1 | 39 | 1 | 3
COc1ccccc1N1CCN(S(=O)(=O)c2c(C)sc3ncn(CC(=O)NCCN(C)C)c(=O)c23)CC1 | -2 | -3 | 18 | 0 | 1 | -11 | 11 | 1.1 | -11
CCOC(=O)c1cc2c(ccn2C)n1CC(=O)N(Cc1ccccc1)c1ccc(F)cc1 | -11 | 4 | 4 | 32 | 1.1 | 7 | 35 | 0.93 | 11
CCNc1ccc(P(=O)(c2ccccc2)c2ccccc2)cc1 | -5 | 4 | 22 | 9 | 1 | -2 | 22 | 1 | -2
CC(C)C1OC2c3cccc4cccc(c34)C2N1c1ccccc1 (stereo not given) | 12 | 5 | 8 | -7 | 0.88 | 1 | 10 | 0.99 | 13
Cc1cc2nc(-c3ccccn3)c(-c3ccccn3)nc2cc1C | 6 | 5 | 17 | 17 | 0.94 | 1 | 31 | 0.99 | ·
CCn1c(O)c(/C=C/C=C/C=Nc2ccccc2)sc1=S | 5 | -3 | 5 | 6 | 0.95 | 6 | 12 | 0.94 | 4
Nc1nc(-c2ccc(Br)cc2)cc(C(F)(F)F)n1 | 20 | -1 | -26 | 11 | 0.8 | 8 | 10 | 0.92 | -8
O=C1NCCCc2c1no[n+]2[O-] | -4 | -14 | 1 | -10 | 1 | -10 | -10 | 1.1 | -3
CCOc1ccc(CCNC(=O)c2ccc(C)c(NC3=NC4CS(=O)(=O)CC4S3)c2)cc1 (stereo not given) | -7 | -2 | 14 | 3 | 1.1 | 1 | -2 | 0.99 | -5
COc1cc(C(=O)NCC(=O)N/N=C\C(C)=C/c2ccccc2)cc(OC)c1OC | 3 | 11 | 8 | 18 | 0.97 | 1 | 15 | 0.99 | -7
O=c1c(Cc2ccc(F)cc2)c(O)ccn1CC1CCCO1 (stereo not given) | 12 | -6 | 19 | 3 | 0.88 | 6 | -2 | 0.94 | 1
Cn1c(N)c(C(=O)c2cc(-c3ccccn3)nc3ccccc23)c(=O)[nH]c1=O | -3 | -6 | 10 | 4 | 1 | 7 | 10 | 0.93 | -7
CC(C)n1nnnc1SCC(=O)Nc1cccc(F)c1 | 8 | 9 | 11 | -17 | 0.92 | 5 | 4 | 0.95 | -11
O=C(O)c1oc2ccccc2c1CSc1ccccn1 | 0 | 0 | 2 | -4 | 1 | 4 | 11 | 0.96 | -3
O=C(OCc1cccc([N+](=O)[O-])c1)c1ccc2ccccc2n1 | -5 | -14 | 5 | 37 | 1.1 | -1 | 36 | 1 | 15

The final 4 entries of the part above lead into the next:
SMILES | hIAP block | Apaf1 inhib | NALP3 yeast inh | TIM10 inh | hIAP act | mIAP block | tim10-1 inh | mIAP act | ATG4B inh
Cn1c(N)c(C(=O)c2cc(-c3ccccn3)nc3ccccc23)c(=O)[nH]c1=O | -3 | -6 | 10 | 4 | 1 | 7 | 10 | 0.93 | -7
CC(C)n1nnnc1SCC(=O)Nc1cccc(F)c1 | 8 | 9 | 11 | -17 | 0.92 | 5 | 4 | 0.95 | -11
O=C(O)c1oc2ccccc2c1CSc1ccccn1 | 0 | 0 | 2 | -4 | 1 | 4 | 11 | 0.96 | -3
O=C(OCc1cccc([N+](=O)[O-])c1)c1ccc2ccccc2n1 | -5 | -14 | 5 | 37 | 1.1 | -1 | 36 | 1 | 15
CSCC[C@H](NC(=O)[C@@H]1Cc2ccccc2CN1)C(=O)NC(C)c1ccccc1 (stereo not given in full) | 8 | 4 | -7 | 0 | 0.92 | -9 | 12 | 1.1 | -6
O=C(/C=C/c1ccccc1[N+](=O)[O-])Nc1ccc(S(=O)(=O)Nc2ncccn2)cc1 | 10 | 5 | 12 | -7 | 0.9 | 6 | 4 | 0.94 | 3
CCOc1ccc(S(=O)(=O)Nc2ccc3c(c2)OCO3)c2cccnc12 | 12 | 11 | 16 | 5 | 0.88 | 6 | 4 | 0.94 | -3
CC(=O)C[C@@H](O)CC(=O)[C@@H]1OC(=O)CCCCCc2ccccc21 | 13 | -6 | 7 | -4 | 0.87 | 7 | 6 | 0.93 | 12
Nc1nc(N)nc(COc2ccccc2)n1 | 0 | -9 | 10 | 12 | 1 | 8 | 1 | 0.92 | -3
CCNC(=S)N1CCC(n2cnc3ccccc32)CC1 | -13 | -6 | 1 | -4 | 1.1 | -7 | -6 | 1.1 | -3
Cn1c(SCc2ccc(C(=O)Nc3nccs3)cc2)nnc1-c1ccccc1 | -8 | 19 | -10 | 22 | 1.1 | 8 | 10 | 0.92 | -8
Cc1ccc(OCc2n[nH]c(=S)n2-c2ccccc2)cc1C | -27 | -5 | 25 | 33 | 1.3 | 6 | 35 | 0.94 | 0
Cc1cccc(C)c1NC(=O)CN(C)CC(=O)Nc1sc2c(c1C(N)=O)CCC2 | -79 | 5 | 5 | 6 | 1.8 | -3 | -5 | 1 | -3
CN1C(=O)C(=O)N(c2cccc(C(F)(F)F)c2)C1=O | -6 | -7 | 11 | -22 | 1.1 | -2 | -15 | 1 | 5
CN1CCN(c2cc(=O)n(C3CCCCC3)c(=O)[nH]2)CC1 | 20 | -3 | -3 | -4 | 0.81 | -4 | 7 | 1 | 1
O=C(O)CCN1C(=O)C2C3CC(C2C1=O)C1C(c2ccccc2)c2sc(=O)n(-c4ccccc4)c2SC31 (stereo not given) | 0 | 3 | 11 | 3 | 1 | 1 | 26 | 0.99 | 13
O=C(O)/C=C/C(O)c1ccc(Cl)cc1 (stereo not given) | -2 | -7 | 9 | 12 | 1 | -2 | 18 | 1 | -5
Cn1ccnc1SCC(=O)Nc1ccc(F)c([N+](=O)[O-])c1 | -17 | -9 | 19 | 11 | 1.2 | 3 | -8 | 0.97 | -2
